Bioassay records (PubChem)
TrxR1 substrate = is turned over as a substrate by rat TrxR1; O89049; purified TrxR1 substrate turnover, NADPH consumption readout; Potency, µM (highest dose often 114 µM), without a hit: at the highest dose activity change, negative = substrate turnover; 390,000 tested, 0.01% active; AID 588456; also: potency is read from the fitted curve at half-maximal effect; % is scaled to controls: 0 for no effect and ±100 for the full control effect; nearly all actives have a fitted effect of over 50% in size
Target sequence (O89049 whole entry, looked up): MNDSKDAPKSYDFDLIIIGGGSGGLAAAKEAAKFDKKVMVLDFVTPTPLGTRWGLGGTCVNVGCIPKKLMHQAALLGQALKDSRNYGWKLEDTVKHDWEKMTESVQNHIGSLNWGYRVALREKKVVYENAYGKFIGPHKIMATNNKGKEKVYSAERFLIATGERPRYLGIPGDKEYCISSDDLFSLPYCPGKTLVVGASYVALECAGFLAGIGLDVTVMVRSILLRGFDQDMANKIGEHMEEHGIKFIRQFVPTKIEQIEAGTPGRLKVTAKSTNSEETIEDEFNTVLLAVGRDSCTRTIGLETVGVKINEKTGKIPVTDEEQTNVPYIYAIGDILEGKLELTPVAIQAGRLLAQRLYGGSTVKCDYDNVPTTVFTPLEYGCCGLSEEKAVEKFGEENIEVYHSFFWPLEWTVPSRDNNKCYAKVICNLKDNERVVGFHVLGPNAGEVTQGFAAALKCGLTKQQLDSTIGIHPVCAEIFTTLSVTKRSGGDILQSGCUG
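Rat TrxR1, dispensed at 90 nM, was prereduced with 400 uM NADPH (final) for 5 min at ~22 deg C, then incubated with compound 15 min before 400 uM selenite. A first-read NADPH fluorescence drop versus no-compound background flagged substrates.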
D2 antagonist = antagonists of human D2 dopamine receptor. AID 485344. HEK293 TREx D2 cells, calcium flux, dopamine EC80. inhibition, % at 10 µM. 340,000 tested, 2% active; in the data active = inhibition above about 30%; also: 0% is about no effect
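Cells plated overnight at 30 C with tetracycline; no-wash calcium dye, 30–90 min RT; 10 s baseline; compound pinned; 180 s read; EC80 dopamine added; another 180 s read.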
TRHR PAM = TRH receptor (human) allosteric enhancement | P34981 | TRHR cells, fluo-8 calcium fluorescence, EC20 TRH enhancement | enhancement, % at 2 µM | 360,000 tested, 0.66% active | AID 493056; in the data active = enhancement above about 30%; also: 0% is about no effect
Target sequence (P34981 whole entry, looked up): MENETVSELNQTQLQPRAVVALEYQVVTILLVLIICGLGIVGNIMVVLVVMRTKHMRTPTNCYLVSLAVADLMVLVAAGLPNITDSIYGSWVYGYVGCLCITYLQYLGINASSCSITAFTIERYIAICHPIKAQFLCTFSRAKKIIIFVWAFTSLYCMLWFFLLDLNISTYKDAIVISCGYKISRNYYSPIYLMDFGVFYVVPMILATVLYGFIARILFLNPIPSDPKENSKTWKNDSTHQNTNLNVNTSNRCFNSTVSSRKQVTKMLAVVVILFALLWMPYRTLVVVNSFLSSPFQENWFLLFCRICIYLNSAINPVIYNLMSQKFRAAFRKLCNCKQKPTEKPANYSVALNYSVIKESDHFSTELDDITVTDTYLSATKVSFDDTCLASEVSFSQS
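TRHR-expressing cells loaded with fluo-8 calcium dye were read kinetically (ex 480/em 530) during compound addition, then stimulated with an EC20 of TRH (10 nM final). Enhancement of the Gq-mediated intracellular calcium response was scored.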
TRHR ag = TRH receptor (human) agonism; P34981; TRHR cells, calcium flux fluo-8, FDSS agonist mode; activation, % at 2 µM; 360,000 tested, 0.18% active; AID 493084; in the data active = activation above about 30%; also: 0% is about no effect
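Steps: seed TRHR cells overnight; add fluo-8 no-wash Ca dye, RT 30 min–1.5 h; record 10 s baseline; pin-transfer compounds; monitor fluorescence 1 cycle/s for the agonist window. Calcium increases flag candidate agonists.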
IDH1 R132H inh = blocks human mutant IDH1 R132H enzyme; 390,000 tested, 0.093% active; IDH1-R132H enzyme, NADPH consumption, diaphorase/resazurin fluorescence; Potency, µM (highest dose often 76.6 µM), for inactives: top-dose activity change, negative = inhibition, most hits filed as inhibitors; also: potency is read from the fitted curve at half-maximal effect; % is scaled to controls: 0 for no effect and ±100 for the full control effect; nearly all actives have a fitted effect of over 65% in size
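IDH1-R132H (0.5 ug/mL) preincubated 30 min with compound, then NADPH (0.016 mM) and alpha-KG (2 mM) added; 80 min at RT, pH 7.5. Remaining NADPH coupled via diaphorase/resazurin to fluorescence (540/590 nm); concentration-response curves normalized to no-enzyme control.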
rTrxR1 inhibitor = rat TrxR1 inhibition. O89049. 390,000 tested, 1% active. AID 588453. Potency, µM (highest dose often 114 µM), without a hit: at the highest dose activity change, negative = inhibition, actives largely listed as inhibitors. recombinant rTrxR1, NADPH fluorescence consumption, selenite substrate; also: potency is read from the fitted curve at half-maximal effect; % is scaled to controls: 0 for no effect and ±100 for the full control effect; nearly all actives have a fitted effect of over 65% in size
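Rat TrxR1 (90 nM in the dispensed reagent) was pre-reduced with 400 uM NADPH for 5 min at room temperature, then incubated with compound for 15 min. After 400 uM selenite was added, NADPH fluorescence (Ex 340/Em 450 nm) was followed for 8 min.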
D2 ag = agonists of human D2 dopamine receptor. AID 485358. P14416. 340,000 tested, 0.53% active. activation, % at 2 µM. HEK293 T-REx D2 cells, calcium flux agonist mode;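 active = activation over 3 SD above normal in the single-dose calcium agonist read, cut at about 30% in these data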; also: 0% is about no effect
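Calcium-flux readout, 1 cycle/sec over 180 s following compound pin transfer, in inducible HEK293 Trex D2 cells (force-coupled); dopamine controls included. Positive calcium responses during this window marked compounds as potential agonists.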
USP1 inh = USP1/UAF1 (human) deubiquitinase inhibition. Potency, µM (doses to about 57.1 µM), without a hit: at the highest dose activity change, negative = inhibition, most hits filed as inhibitors. AID 743255. 390,000 tested, 0.23% active. O94782. recombinant USP1/UAF1, Ub-Rhodamine cleavage fluorescence; also: potency is read from the fitted curve at half-maximal effect; % is scaled to controls: 0 for no effect and ±100 for the full control effect; nearly all actives have a fitted effect of over 60% in size; inactives centre near -12
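1 nM enzyme complex + cpd, 15 min RT; start with Ub-Rho 150nM final; kinetic fluorescence ex 480/em 540, 6 reads q60 s. Buffer 50mM HEPES pH 7.8, 0.5mM EDTA, 0.1 mg/ml BSA, 1mM TCEP, 0.01% Tween-20.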
Pin1 inh = blocks the human prolyl isomerase Pin1. Q13526. Pin1 FP peptide displacement, HiFluor488, 10 min. Potency, µM (titrated, usually from 115 µM), inactives show at the highest dose activity, negative = inhibition, usual class: inhibitors. 390,000 tested, 0.009% active; active = well fitted inhibition curve with a large enough effect in the polarisation, with a control signal flat, not every such curve was filed as active; inconclusive = small, poorly fitted or top-dose-only effect, or effect the other way, or a change in a side signal; inactive = no such curve, though single readings can be large or run the other way; the % refers to the polarisation; also: potency is read from the fitted curve at half-maximal effect; % is scaled to controls: 0 for no effect and ±100 for the full control effect
Target sequence (Q13526 whole entry, looked up): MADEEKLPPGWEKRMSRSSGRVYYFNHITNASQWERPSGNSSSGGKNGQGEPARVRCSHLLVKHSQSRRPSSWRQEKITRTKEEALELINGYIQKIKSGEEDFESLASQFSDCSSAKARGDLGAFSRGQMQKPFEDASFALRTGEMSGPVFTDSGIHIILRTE
* = called active by the depositor; ? = inconclusive; . = no result given; & = joins results of further samples; [ ] = remark or other dose. Unless noted, calls follow the shape of the dose curve; as a rule, active = well fitted inhibition curve with a large enough effect; inconclusive = small, poorly fitted or top-dose-only effect; inactive = no such curve, though single readings can be large or run the other way. A portion of the library; count on the stated rates, not on these rows.

SMILES	TrxR1 substrate	D2 antagonist	TRHR PAM	TRHR ag	IDH1 R132H inh	rTrxR1 inhibitor	D2 ag	USP1 inh	Pin1 inh
CCOC(=O)c1c(C)n(C)c2cc([N+](=O)[O-])c(O)c([N+](=O)[O-])c12	3%[57.1 µM]	2	3	-1.1	0%	23%[57.1 µM]	19	-16%	3%
CC12CC(NC(=O)N1c1cccc(C(=O)N3CCN(c4ccccc4)CC3)c1)c1ccccc1O2 (stereo unspecified)	-8%	2	3	-0.5	1%	-15%	1.2	-7%	2%
Cc1cc(OCC(=O)N(C)C)c2c(-c3ccccc3)cc(=O)oc2c1	1%	-7	-1	0.0	5%	4%	1.4	-9%	-1%
Cc1ccc(C(=O)COC(=O)CN2C(=O)C3C4CC(C(Br)C4Br)C3C2=O)cc1 (stereo unspecified)	-1%	-10	8	1.8	-4%	21%	0.9	-9%	2%
CCN(CC)S(=O)(=O)c1ccc(C)c(NC(=S)Nc2cccc(S(=O)(=O)N3CCCCCC3)c2)c1	-16%	-9	2	-0.5	1%	?	-1.0	-5%	-1%
CC(=O)NC(CC(C)C)C(=O)NC(Cc1ccccc1)C(=O)CCl (stereo unspecified)	3%[11.4 µM]	.	.	.	1%	-10%[11.4 µM]	.	-11%	3%
O=C(CSc1nc2c(c(=O)n1-c1ccc(Cl)cc1)SCC2)N1CCOCC1	-9%	1	-1	0.1	1%	-4%[57.1 µM]	-1.0	-5%	-5%
COc1cc(C(=O)OCC(=O)NC2CC2)ccc1OCCC(C)C	0%	5	3	0.0	-6%	20%	-0.8	-10%	1%
CC(=O)C1=C(C)NC(=O)NC1c1cc(Br)ccc1OCC#N (stereo unspecified)	5%[57.1 µM]	-1	4	0.3	-7%	-8%[57.1 µM]	-0.3	5%	3%
CCOC(=O)c1cnn(-c2ccccc2)c1NC(=O)CSc1nnc(-c2cccs2)n1CC	-4%	-12	-2	-0.5	2%	-5%	-0.8	-16%	-5%
CCc1ccc(NC(=O)C2CCN(S(=O)(=O)c3cnc[nH]3)CC2)cc1	-2%	2	-2	0.5	-1%	10%	.	-14%	-3%
COc1ccc(NC(=O)Cc2nnc(SCC(=O)Nc3nccs3)n2C)cc1	2%	13	-6	0.1	-2%	10%	1.1	-2%	8%
Cc1ccc(C)c(Nc2cc(C(=O)NC3CCCCC3)c3ccccc3n2)c1	5%	.	-1	0.6	-17%	24%	0.1	-14%	-9%
COc1cc(NC(=O)C2CCN(c3cnccn3)CC2)cc(OC)c1	2%&0%	.	-5&-3	-0.1&0.2	9%&17%	13%&12%	-0.4	-10%&-21%	-12%&-12%
CCOc1cc(/C=C2\C(=O)N(c3cccc(C(F)(F)F)c3)C(=O)c3ccccc32)ccc1O	-9%	-9	-6	0.4	-12%	-40%	2.2	?	0%
CCOc1ccc(C2CC(c3ccc(OC)cc3)n3ncnc3N2)cc1 (stereo unspecified)	-1%[57.1 µM]	21	1	2.0	-3%	20%[57.1 µM]	0.4	-10%	3%
COC(=O)C1=C(C)N(C)C(C)=C(C(=O)OC)C1c1ccncc1	-1%[57.1 µM]	-5	2	-0.6	-4%	3%[57.1 µM]	0.6	-4%	0%
CCN(CC(=O)NC(C)(C)C)C(=O)CCl	8%	1	12	-0.2	3%	?	0.1	-22%	-2%
Cc1c(N2C(=O)/C(=C/c3cccc4ccccc34)SC2=S)c(=O)n(-c2ccccc2)n1C	1%	.	.	.	3%	9%	.	?	-2%
Cc1ccc(S(=O)(=O)NCCC(=O)OCC(=O)N(Cc2ccccc2)C(C)(C)C)cc1	-5%[57.1 µM]	.	6	1.0	-7%	10%	.	-7%	6%
Clc1ccc(-n2cc(-c3ccc(Br)cc3)[n+]3c2CCCCC3)cc1	4%	-20	6	0.3	7%	10%	0.6	-12%	-2%
S=C(NCC1CCCO1)Nc1cccc(Cl)c1 (stereo unspecified)	10%[57.1 µM]	1	-2	0.1	21%	2%[57.1 µM]	0.0	-11%	-2%
O=C(OCc1cc(=O)n2c3c(sc2n1)CCCC3)c1cccc(NC(=O)c2ccccc2F)c1	3%[57.1 µM]	.	5	0.4	-5%	16%[57.1 µM]	-0.5	-17%	46%[activator]
CCCCn1nc(NC(=O)c2cccs2)c2cc3cc(OC)ccc3nc21	16%[57.1 µM]	3	-7	0.7	5%	11%[57.1 µM]	0.5	-14%	3%
CC(C)(O)C(=O)NNC(=S)NCc1ccco1	-5%[0.0914 µM]	-18	-3	0.2	10%	1%[57.1 µM]	-0.1	-10%	-1%
SMILES	TrxR1 substrate	D2 antagonist	TRHR PAM	TRHR ag	IDH1 R132H inh	rTrxR1 inhibitor	D2 ag	USP1 inh	Pin1 inh
CC(Oc1ccc2ccc(=O)oc2c1)C(=O)NCCN1CCOCC1 (stereo unspecified)	99%[activator]	2	2	0.1	3%	4%	0.5	-2%	1%
CC1CN(Cc2c(O)ccc3c(=O)c(-c4ccccc4)coc23)CC(C)O1 (stereo unspecified)	41%[activator][57.1 µM]	.	2	0.0	-7%	7%[57.1 µM]	.	-9%	1%
CCn1c(=O)n(CC)c2cc(N3CCCC3)c(NC(=O)c3ccccc3OC)cc21	1%	6	-8	1.3	-13%	0%	0.1	-20%	1%
O=S1(=O)CC(O)C(NCc2ccco2)C1 (stereo unspecified)	4%	34*	2	0.2	-2%	11%	0.8	-11%	-1%
COc1ccc(-c2nc(CS(=O)(=O)CC(=O)Nc3cccc(C(C)=O)c3)c(C)o2)cc1	-25%	-8	1	-0.4	0%	?	0.3	-18%	9%
Cn1c(=O)c2sccc2n(Cc2ccc(Br)cc2)c1=O	1%	-39	-7	-0.5	-5%	5%	0.0	-21%	-2%
COc1ccc(NS(=O)(=O)c2ccc(Oc3cccc(C(=O)O)c3)cc2)cc1	1%	1	1	-0.4	-11%	12%[57.1 µM]	0.0	2%	-9%
O=C(COC(=O)c1cccnc1SC(F)F)NC1CC1	5%	1	2	0.1	8%	7%	1.0	-14%	3%
Cc1ccc(-c2cnc(NC(=O)CCC(=O)N(C)Cc3ccccc3)n2C)cc1	5%[57.1 µM]	14	-2	-1.1	7%	14%[57.1 µM]	-0.9	-23%	0%
COc1cccc(NC(=O)Nc2ccccc2SC)c1	-2%	-9	0	-0.2	10%	14%	-0.2	-25%	-5%
O=C(NCCSc1c(-c2ccc(Cl)cc2)[nH]c2ccccc12)c1ccc(S(=O)(=O)N2CCOCC2)cc1	2%	.	3	0.1	-17%	15%	-1.0	?	3%
Cc1ccc(S(=O)(=O)c2nc(-c3ccccc3F)oc2NCc2ccccc2)cc1	57%[activator]	.	2	-2.4	-4%	86%[activator]	-1.8	5%	1%
O=C(NC1CSC/C1=N\O)c1ccccc1 (stereo unspecified)	6%[57.1 µM]	.	1	-0.4	11%	2%[57.1 µM]	.	-13%	-6%
CC(C)C[C@H](N)c1nnc(S(=O)(=O)Cc2cccc(F)c2)o1	11%[57.1 µM]	-2	-5	0.1	9%	0.63µM*	0.2	-17%	-1%
CCOc1cc(Cn2c(-c3ccc(O)c(OCC)c3)nc3ccccc32)ccc1O	16%[57.1 µM]	.	4	-0.4	-20%	20%[57.1 µM]	-4.9	-6%	13%
COc1ccc(CN2C(=O)C(Cc3ccccc3)Nc3ncnc(N4CCCCC4)c32)cc1 (stereo unspecified)	-4%	-6	15	0.5	-12%	-3%[57.1 µM]	0.3	-26%	50%[activator]
O=C(Nc1cc(C(F)(F)F)ccc1N1CCCCC1)c1ccco1	21%[57.1 µM]	6	-11	-0.9	-1%	10%[57.1 µM]	-0.1	-14%	-9%
O=C(NCCC(=O)N(Cc1ccco1)Cc1cccs1)c1ccccc1Cl	-2%	16	3	-0.5	10%	-8%	-1.4	-20%	4%
COc1ccc(C(=O)O/N=C(\C)c2ccccc2)cc1	-4%	18	-4	-0.2	1%	-8%	1.4	-1%	3%
COc1ccc(-c2cn[nH]c2-c2ccc(O)cc2O)cc1	3%	2	-11	-0.5	0%	32%	0.1	-15%	0%
CS(=O)(=O)N1CCC(C(=O)Nc2ccc(F)cc2)CC1	1%	.	-5	0.5	0%	26%	.	-18%	-1%
NC(=O)c1ccc(NC(=O)COC(=O)c2c3c(nc4ccccc24)/C(=C\c2cccs2)CCC3)cc1	0%	4	4	0.3	5%	30%	0.6	-3%	-3%
COc1ccc(C2/C(=C(/O)c3ccc(C)cc3)C(=O)C(=O)N2CC2CCCO2)cc1OC (stereo unspecified)	-9%	-28	1	0.0	-8%	-8%	-0.3	-20%	-15%
NC(=O)NS(=O)(=O)Oc1ccccc1	3%	-13	2	0.4	6%	27%	0.5	-14%	2%
CCc1ccccc1NC(=O)CN1CCN(C(=O)CNC(=O)c2ccccc2F)CC1	2%	1	3	-0.2	7%	-2%	0.3	-21%	-5%
O=C(CCNS(=O)(=O)c1cccc2nsnc12)Nc1ccc2c(c1)OCCO2	7%[57.1 µM]	-9	-1	0.0	2%	21%[57.1 µM]	0.2	-8%	-11%
Cc1ccc(NC(=S)NCCC(c2ccccc2)c2ccccc2)c(C)c1	-4%[57.1 µM]	1	-2	0.8	-3%	-5%[57.1 µM]	-0.3	-4%	0%
CCOc1ccc(C(=O)CC(NCc2cccs2)C(=O)O)cc1 (stereo unspecified)	-6%[57.1 µM]	-4	0	0.4	-2%	?	1.2	-8%	6%
O=S(=O)(NCc1ccc(Cl)cc1)c1cnc[nH]1	8%[57.1 µM]	-8	9	-1.7	6%	13%[57.1 µM]	-0.7	-2%	-3%

Reformatted: results already given.
compound | TrxR1 substrate | D2 antagonist | TRHR PAM | TRHR ag | IDH1 R132H inh | rTrxR1 inhibitor | D2 ag | USP1 inh | Pin1 inh
O=C(CCNS(=O)(=O)c1cccc2nsnc12)Nc1ccc2c(c1)OCCO2 | 7%[57.1 µM] | -9 | -1 | 0.0 | 2% | 21%[57.1 µM] | 0.2 | -8% | -11%
Cc1ccc(NC(=S)NCCC(c2ccccc2)c2ccccc2)c(C)c1 | -4%[57.1 µM] | 1 | -2 | 0.8 | -3% | -5%[57.1 µM] | -0.3 | -4% | 0%
